NR1D1 modulator: modulators of human Rev-erb alpha DNA binding | P20393 | Rev-erbα–FITC-DNA binding, fluorescence polarization, 90 min | activity, % at 10 µM | 370,000 compounds, 0.79% hits;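 active = activity above about 14%, limit read from the data; passing the limit was not always enough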;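 note: 0% = DMSO wells with 35 nM protein and 100% = DMSO wells with 750 nM protein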
proKLK7 act: proKLK7 (human) activation, primary screen; purified proKLK7, EDANS-DABCYL substrate fluorescence; 100% is mature enzyme control, 0% vehicle; activation, % at 7 µM; 370,000 compounds, 0.9% hits; AID 652039;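 active = activation above the mean of all tested compounds plus 3 SD, computed per campaign excluding outliers beyond control limits, cut at about 13% in these data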
PLC-gamma1 inh: PLC-gamma1 (human) inhibition, primary screen | purified PLC-gamma1, fluorogenic substrate, fluorescence | inhibition, % at 12.2 µM | 370,000 compounds, 0.84% hits; in the data active = inhibition above about 9.5%
sPLA2-III inh: Blocks human group III sPLA2 activity; Q9NZ20; QFRET BODIPY PC-A2 liposome hydrolysis, fluorescence; AID 743126; inhibition, % at 12.2 µM; 370,000 compounds, 0.56% hits;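 active = inhibition above mean plus 3 SD of compounds lying within the high and low control bounds, cut at about 19% in these data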;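 note: 0% = median of test compound wells and 100% = no enzyme DMSO wells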
DDE Tn6 FP inh: disrupts Tn6 cyclic peptide binding to fibrin D-Dimer-E complex | P02675 | inhibition, % at 8.3 µM | 370,000 compounds, 0.21% hits | Fibrin DD(E) TRITC-Tn6 fluorescence polarization displacement;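 active = inhibition above a per-campaign cutoff: mean of compounds within control limits plus 3 SD, cut at about 15% in these data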;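 note: 0% = median of all compound wells on the plate and 100% = blocking peptide control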
Target sequence (P02675 whole entry, looked up): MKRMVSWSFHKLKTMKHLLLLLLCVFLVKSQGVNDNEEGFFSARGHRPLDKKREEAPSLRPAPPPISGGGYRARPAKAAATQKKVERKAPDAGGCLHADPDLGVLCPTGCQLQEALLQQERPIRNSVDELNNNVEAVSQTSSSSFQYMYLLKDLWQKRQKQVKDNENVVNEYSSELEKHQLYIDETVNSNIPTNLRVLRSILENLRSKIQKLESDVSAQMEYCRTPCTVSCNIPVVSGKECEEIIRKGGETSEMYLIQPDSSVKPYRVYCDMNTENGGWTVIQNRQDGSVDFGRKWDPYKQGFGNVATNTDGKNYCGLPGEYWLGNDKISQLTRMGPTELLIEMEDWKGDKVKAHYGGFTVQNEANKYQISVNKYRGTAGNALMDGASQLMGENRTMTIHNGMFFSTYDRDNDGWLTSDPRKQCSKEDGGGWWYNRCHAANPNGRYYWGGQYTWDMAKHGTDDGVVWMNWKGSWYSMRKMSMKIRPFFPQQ
PLCb3 inh: PLC-beta3 (human) inhibition, primary screen | Purified PLC-beta3, fluorogenic substrate, fluorescence | inhibition, % at 12.2 µM | 370,000 compounds, 0.18% hits; in the data active = inhibition above about 11%;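 note: 0% = median of compound wells on plate and 100% = full blocker control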
ASAP1 GAP inh: ASAP1 ArfGAP inhibition; Q9ULH1; ASAP1-stimulated ARF1 GTP hydrolysis, GDP FP detection; inhibition, % at 16.5 µM; 360,000 compounds, 0.19% hits; in the data active = inhibition above about 25%;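 note: 0% = vehicle with enzyme and substrate and 100% = no enzyme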
Target sequence (Q9ULH1 325-724 limits assumed): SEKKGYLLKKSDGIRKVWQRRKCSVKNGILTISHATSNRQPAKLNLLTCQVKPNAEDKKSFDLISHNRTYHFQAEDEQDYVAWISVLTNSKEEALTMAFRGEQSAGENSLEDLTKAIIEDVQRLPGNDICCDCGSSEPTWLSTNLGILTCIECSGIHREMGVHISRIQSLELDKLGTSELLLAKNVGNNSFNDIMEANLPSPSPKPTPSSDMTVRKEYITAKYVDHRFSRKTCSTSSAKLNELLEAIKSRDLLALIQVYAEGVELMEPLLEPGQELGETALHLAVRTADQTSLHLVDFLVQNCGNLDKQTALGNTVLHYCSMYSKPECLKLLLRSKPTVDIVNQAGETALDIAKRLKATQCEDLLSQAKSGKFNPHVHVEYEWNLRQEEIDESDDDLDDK
UHRF1 binding: UHRF1 methyl-DNA binding inhibition. Q96T88. UHRF1 binding to methylated oligo, TR-FRET. inhibition, % at 4.4 µM. 370,000 compounds, 0.75% hits. AID 687016; in the data active = inhibition above about 21%;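 note: UHRF1 SRA domain binding a hemimethylated CpG hairpin DNA probe; 0% = median of test compound wells and 100% = reference inhibitor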
Tn7 DDE FP: inhibitors of Tn7 peptide binding to human fibrin DD(E); P02675; FP displacement of FITC-Tn7 peptide from fibrin DD(E); 0% = median of compound wells per plate; inhibition, % at 8.3 µM; 370,000 compounds, 0.13% hits;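 active = inhibition above the mean of compounds falling within the control limits plus 3 SD of them, cut at about 14% in these data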;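 note: 0% = plate median of compound wells and 100% = 10 µM Aha-Tn7 peptide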
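System: human fibrin DD(E); quantity: Fibrin-DD(E) at 2 µM final; also added: fluorescent Tn7 probe at 0.1 µM; compound dosing: single nominal test concentration of 8.3 µM per compound; schedule: 10 min preincubation, 3 h with tracer, room temperature; detection: fluorescence polarization of the labelled Tn7 tracer; repeats: one replicate per compound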
ARFGAP1 inhibitor: inhibitors of rat ARFGAP1; Arfgap1-stimulated ARF1 GTP hydrolysis, GDP FP detection; inhibition, % at 16.5 µM; 360,000 compounds, 0.26% hits; Q62848;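 active = inhibition above a per-plate limit, mean inhibition of low control wells plus 3 SD, cut at about 25% in these data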;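 note: 0% = DMSO wells with enzyme and 100% = wells lacking Arfgap1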
Target sequence (Q62848 1-136 limits assumed): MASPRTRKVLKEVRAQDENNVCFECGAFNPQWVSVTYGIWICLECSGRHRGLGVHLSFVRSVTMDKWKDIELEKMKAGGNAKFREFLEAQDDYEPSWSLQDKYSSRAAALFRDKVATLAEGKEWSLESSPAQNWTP
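System: truncated rat Arfgap1 GAP domain / Benchmarks: high control wells lacking Arfgap1, low control full reaction with DMSO / Times: compound-enzyme preincubation 20 min, reaction 120 min, detection 60 min, 25 °C / Repeats: one replicate per compound / Also added: human ARF1(Δ1-17)-GTP substrate / Measured by: Tracer-displacement fluorescence polarization with EDTA stop, 620/688 nm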
* hit, by the source's call.

No.	Molecule	NR1D1 modulator	proKLK7 act	PLC-gamma1 inh	sPLA2-III inh	DDE Tn6 FP inh	PLCb3 inh	ASAP1 GAP inh	UHRF1 binding	Tn7 DDE FP	ARFGAP1 inhibitor
1	COc1ccc(NS(=O)(=O)c2cc(NC(=O)CC(C)(C)C)ccc2N2CCCC2)cc1	-1	-0.4	-3	-6	-4	-8	4	-3	-1	4
2	COc1cccc(NC(=O)CN(C)C(=O)CCCc2nc3ccccc3s2)c1	-3	1.0	-1	-7	3	-2	2	1	-1	6
3	CSc1ncc(C(=O)Nc2ccccc2F)c(-c2ccccc2)n1	8	0.6	5	5	2	-2	-9	-1	5	-2
4	C=CCn1c(SCC(=O)NCc2ccco2)nc2sc(C)c(C)c2c1=O	-1	0.3	2	6	3	-1	-4	4	6	14
5	O=Cc1cccc(OCc2cn(CC(=O)c3ccc(O)cc3)nn2)c1	2	-0.2	1	-8	6	-4	18	24*	4	-2
6	Cc1ccc(NC(=S)N2CCOCC2)c(C)c1	3	-0.4	-3	1	-9	0	3	0	2	2
7	Cc1ccc(-c2csc(C(C#N)=C(O)CN3CCN(C(=O)c4ccco4)CC3)n2)cc1	-4	-1.0	-31	-2	1	-55	0	4	0	-12
8	O=C(CSc1cccc[n+]1[O-])Nc1cc2c(cc1Cl)C(=O)c1ccccc1C2=O	-32	-0.3	-4	19*	0	0	21	3	11	-6
9	C#CCOCCOCCOCCNc1nc(N2CCN(C(=O)[C@H](CCCCN)n3cc(CN)nn3)CC2)nc(N2CCN(C(=O)[C@H](CCC(=O)O)n3cc([C@@H](N)CCSC)nn3)CC2)n1	-1	0.5	0	-7	0	0	-17	17	-3	-6
10	CC(=O)c1c(C)[nH]c(C(=O)OC(C)C(=O)Nc2ccc(C)c(S(=O)(=O)N3CCOCC3)c2)c1C (stereo unspecified)	0	0.8	-12	-17	-6	-5	7	-2	-10	9
11	COc1ccc(S(=O)(=O)N2CCCC2)cc1OC	-3	0.5	2	12	5	-2	6	3	-2	3
12	Cc1occc1C(=O)NNC(=S)Nc1cccc([N+](=O)[O-])c1	3	-0.6	-1	2	-7	3	-6	1	2	21
13	C=C(C)c1cc2c(ccc3ccc(=O)oc32)o1	0	-0.1	-31	-3	7	-41	-6	-5	-1	-5
14	CCC(C)Sc1nc2ccccc2c(=O)[nH]1 (stereo unspecified)	-3	0.4	-2	-6	-1	1	-8	-1	-5	6
15	CCNC(=O)n1nccc1C(C)Oc1ccc(Cl)cc1 (stereo unspecified)	-4	0.3	2	-4	-1	3	-9	-3	1	0
16	C/C(=N\NC(=O)c1cccc(F)c1)c1ccc(NC(=O)Cc2ccccc2)cc1	-2	-1.0	-2	3	-5	-5	-9	0	8	-5
17	CCn1nnnc1NC(=O)c1cc(Cl)c(OC)c(Cl)c1	-2	0.3	3	2	1	-5	3	-2	-4	0
18	O=C(Oc1cccc(-c2cnc3ccccc3n2)c1)c1ccco1	1	0.5	-2	-3	-4	0	-6	0	5	13
19	COc1ccc(-c2nnc(NC(=O)c3cc(Cl)ccc3Cl)o2)cc1	-10	-0.2	-1	-3	-2	0	-9	-3	2	-6
20	O=c1c2ccccc2c(C=NCc2ccccn2)c(O)n1-c1ccccc1	69*	0.0	-10	1	-4	-13	0	6	-7	4
21	COC(=O)c1ccc(N/C(C)=C/C(=O)c2ccc(C)o2)cc1	0	0.2	-3	1	-5	-4	16	-1	-3	4
22	COc1ccc(NC(=O)CS(=O)(=O)c2cn(CC(=O)N(C(C)C)C(C)C)c3ccccc23)c(OC)c1	-1	-0.4	-3	9	1	-5	11	5	-1	1
23	O=C(Cc1ccccc1)NC(NC(=S)Nc1cc(Cl)ccc1Cl)C(Cl)(Cl)Cl (stereo unspecified)	-4	-1.1	2	-7	-3	-1	-11	-2	-5	3
24	Cc1onc(-c2ccccc2)c1C(=O)N(C)CC(=O)Nc1ccc(F)c(F)c1F	6	-0.2	-6	-3	0	-4	-5	-1	-6	-3
25	Cc1[nH]c2c(C)cccc2c1CN1CCC(CO)(Cc2ccccc2)CC1	-4	0.8	1	-8	-7	-12	3	2	-1	13
26	Cc1c(NC(=O)CN2C(=O)c3ccccc3S2(=O)=O)c(=O)n(-c2ccccc2)n1C	-1	0.5	0	0	-3	-1	6	0	-3	-3
27	O=C(Cc1c(F)cccc1Cl)OCN1C(=O)c2ccccc2C1=O	-4	-0.7	-1	12	-13	-6	4	4	2	-4
28	COc1ccc(-c2csc3ncn(-c4ccccc4)c(=O)c23)cc1OC	1	-0.6	-1	4	9	-2	-4	1	-3	12
29	O=C(Nc1ccccc1)c1oc2ccccc2c1NC(=O)C1CC1	3	0.5	-4	0	0	-12	2	0	3	7
30	O=C(NCc1ccco1)c1ccc2nc([C@@H]3O[C@H](CO)[C@H](O)[C@H](O)[C@H]3O)[nH]c2c1	-4	0.5	0	8	-4	2	2	0	5	-6

[31] CCOc1ccc(C(=O)Nc2nnc(S(=O)(=O)N3CCCCC3)s2)cc1
[32] CCOP(=O)(OCC)/C(=N/OC(=O)c1cccc([N+](=O)[O-])c1)C(N)=O
[33] COC(=O)c1ccccc1NC(=O)COC(=O)c1ccco1
[34] Cc1cc2ccccc2c(=O)n1CC(=O)N1CCN(c2cccc(Cl)c2)CC1
[35] CCOc1ccccc1C(=O)N[C@H](C(=O)Nc1ccc(OC)c(S(=O)(=O)N2CCOCC2)c1)C(C)C

Screen / compound no.	31	32	33	34	35
NR1D1 modulator	4	-5	-2	1	7
proKLK7 act	-0.7	-0.5	-0.5	0.1	-0.7
PLC-gamma1 inh	1	-1	-2	6	0
sPLA2-III inh	1	-1	0	4	-22
DDE Tn6 FP inh	-6	-2	-1	-2	-2
PLCb3 inh	-7	-5	-5	2	-9
ASAP1 GAP inh	1	-2	-6	-5	2
UHRF1 binding	-2	1	-3	3	6
Tn7 DDE FP	-1	-5	-6	-2	0
ARFGAP1 inhibitor	-9	-2	24	-2	4

[36] COCCN(C(=O)Cc1ccc(S(=O)(=O)N2CCOCC2)s1)c1c(N)n(CC(C)C)c(=O)[nH]c1=O
[37] Cc1cc(C(=O)COC(=O)/C=C/c2ccco2)c(C)n1C
[38] CCOC(=O)[C@]12CCCC=C1N(Cc1ccc3c(c1)OCO3)C(=O)[C@H](CC(=O)NCCCN1CCCC1=O)C2
[39] CCOc1ccccc1CN1CCN(CCCc2ccccc2)CC1CCO (stereo unspecified)
[40] COc1ccc(C(=O)O)cc1N1C(=O)Nc2ccccc2N1O

Screen / compound no.	36	37	38	39	40
NR1D1 modulator	-5	-3	3	1	-5
proKLK7 act	-0.1	-0.3	-0.1	0.3	0.7
PLC-gamma1 inh	-10	-1	5	0	-2
sPLA2-III inh	7	9	8	-8	4
DDE Tn6 FP inh	-1	-2	-4	5	1
PLCb3 inh	-21	-8	-1	-5	-4
ASAP1 GAP inh	-9	-14	3	3	-15
UHRF1 binding	-2	1	4	-2	0
Tn7 DDE FP	5	-4	5	-2	-2
ARFGAP1 inhibitor	-1	-3	5	3	-1

[41] CCN(Cc1ccncc1)C(=O)CCc1nnc(CCC2CCCCC2)o1
[42] Cc1cc(C)c(NC(=O)C(C)OC(=O)c2cc(Br)c(Br)s2)c(C)c1 (stereo unspecified)
[43] CCc1ccccc1NC(=O)Nn1cnnc1
[44] COC(=O)NCC(C)OC(=O)Nc1cccc(Cl)c1 (stereo unspecified)
[45] CCN(CC)c1ccc(NC(=O)CCS(=O)(=O)c2ccc(Br)cc2)c(C)c1

Screen / compound no.	41	42	43	44	45
NR1D1 modulator	-4	-2	3	5	-1
proKLK7 act	-0.5	0.2	-0.3	-0.4	0.5
PLC-gamma1 inh	1	-2	-1	-1	2
sPLA2-III inh	5	4	4	2	12
DDE Tn6 FP inh	6	0	7	-4	-3
PLCb3 inh	1	2	-5	-1	-2
ASAP1 GAP inh	10	5	3	12	-5
UHRF1 binding	3	1	4	15	54*
Tn7 DDE FP	-6	8	7	2	-2
ARFGAP1 inhibitor	9	0	8	8	0

[46] CCCC(=O)Nc1ccc(C(=O)N2CCCC2)cc1
[47] CCOc1ccc(OCCC(=O)NNC(=O)c2cc(OC)c(OC)c(OC)c2)cc1
[48] CCCCCCCC(=O)NC(Nc1ccccc1OC)C(Cl)(Cl)Cl (stereo unspecified)
[49] CCOCCCNC(=O)C1(O)c2ccccc2NC(=O)N1c1ccc(Cl)cc1 (stereo unspecified)
[50] COc1ccccc1C(=O)NC(=O)COC(=O)CN1C(=O)NC(C)(C)C1=O
[51] Cc1ccc2nc(NC(=O)c3ccc(S(=O)(=O)N4CCCc5ccccc54)cc3)sc2c1
[52] Cc1ccc(-c2nc3cccnc3s2)cc1NS(=O)(=O)c1cccs1
[53] CCN(CC)CCN1C(=O)C(=O)/C(=C(/O)c2ccc(OC(C)C)cc2)C1c1cccs1 (stereo unspecified)

Screen / compound no.	46	47	48	49	50	51	52	53
NR1D1 modulator	3	-6	1	-5	-7	4	-1	41*
proKLK7 act	0.5	0.4	-0.3	0.0	0.1	0.1	-7.6	0.4
PLC-gamma1 inh	-3	1	4	3	6	-4	-365	3
sPLA2-III inh	3	0	9	0	1	9	-27	-3
DDE Tn6 FP inh	0	4	6	5	4	4	-5	0
PLCb3 inh	0	-6	8	-5	-6	-5	-448	-8
ASAP1 GAP inh	17	13	6	8	-1	6	-3	2
UHRF1 binding	1	3	-2	-1	-3	2	-1	0
Tn7 DDE FP	2	4	-3	-1	-7	7	-6	-6
ARFGAP1 inhibitor	14	-7	11	7	-4	-3	-2	8

Shown with values under each structure: part of the list above
Value order: NR1D1 modulator | proKLK7 act | PLC-gamma1 inh | sPLA2-III inh | DDE Tn6 FP inh | PLCb3 inh | ASAP1 GAP inh | UHRF1 binding | Tn7 DDE FP | ARFGAP1 inhibitor
43) CCc1ccccc1NC(=O)Nn1cnnc1
  3 | -0.3 | -1 | 4 | 7 | -5 | 3 | 4 | 7 | 8
44) COC(=O)NCC(C)OC(=O)Nc1cccc(Cl)c1 (stereo unspecified)
  5 | -0.4 | -1 | 2 | -4 | -1 | 12 | 15 | 2 | 8
45) CCN(CC)c1ccc(NC(=O)CCS(=O)(=O)c2ccc(Br)cc2)c(C)c1
  -1 | 0.5 | 2 | 12 | -3 | -2 | -5 | 54* | -2 | 0
46) CCCC(=O)Nc1ccc(C(=O)N2CCCC2)cc1
  3 | 0.5 | -3 | 3 | 0 | 0 | 17 | 1 | 2 | 14
47) CCOc1ccc(OCCC(=O)NNC(=O)c2cc(OC)c(OC)c(OC)c2)cc1
  -6 | 0.4 | 1 | 0 | 4 | -6 | 13 | 3 | 4 | -7
48) CCCCCCCC(=O)NC(Nc1ccccc1OC)C(Cl)(Cl)Cl (stereo unspecified)
  1 | -0.3 | 4 | 9 | 6 | 8 | 6 | -2 | -3 | 11
49) CCOCCCNC(=O)C1(O)c2ccccc2NC(=O)N1c1ccc(Cl)cc1 (stereo unspecified)
  -5 | 0.0 | 3 | 0 | 5 | -5 | 8 | -1 | -1 | 7
50) COc1ccccc1C(=O)NC(=O)COC(=O)CN1C(=O)NC(C)(C)C1=O
  -7 | 0.1 | 6 | 1 | 4 | -6 | -1 | -3 | -7 | -4
